Screening results (PubChem)
TRPML3 ag: human TRPML3 channel agonists, primary screen, cell-based, HEK293 TRPML3-YFP, Fluo-8 calcium fluorescence, 3 µM. Mucolipin-3 (Homo sapiens), Q8TDD5. 100% = the carbachol control signal. activation, % at 3 µM. 220,000 tested, 0.29% active. AID 1448, 2008;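 active means activation above its plate's cutoff, the mean activation of the plate's test wells plus 3 SD, cut at about 12% in these data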;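 further: 0% = DMSO only wells and 100% = carbachol wells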
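Test system – HEK293 line with stable expression of human TRPML3-YFP channel · Control set – carbachol 87 µM final as high control (100%), DMSO as low control (0%) · Signal – Fluo-8 calcium dye fluorescence, ex 470-495, em 515-575 nm · Incubation – 1-h 37 °C dye load, 5-s basal, 120-s post-compound reads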
zfTRPN1 agonist: zebrafish TRPN1 channel agonists, primary screen, cell-based, HEK293, calcium fluorescence; AID 1424, 2008; activation, % at 3 µM; 220,000 tested, 0.18% active; HEK293 zebrafish TRPN1-YFP, Fluo-8 calcium fluorescence; 100% = response to 87 µM carbachol; transient receptor potential cation channel N1 (TRPN1/NompC), Danio rerio;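 active means activation above its plate's cutoff, the mean activation of test wells on that plate plus 3 SD, cut at about 19% in these data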;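 further: 0% = DMSO alone and 100% = 87 µM carbachol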
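Material: zebrafish TRPN1-YFP in HEK293 cells. Doses: one dose of 3 µM, 0.3% DMSO. Incubation: dye 1 h 37 °C plus 30 min RT. Measured by: intracellular calcium fluorescence with Fluo-8.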
NCF1 inh: p47phox/p22phox peptide binding inhibitors, primary screen, biochemical, uHTS, NADPH oxidase regulatory subunit. Neutrophil cytosol factor 1 (Homo sapiens), P14598. fluorescence polarization, 2 h. inhibition, % at 24.7 µM. 220,000 tested, 0.53% active. AID 1274, 2008;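 active means inhibition above about 30%, limit read from the data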;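 further: 0% = p47phox with labelled peptide and 100% = labelled peptide alone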
Target sequence (P14598 whole entry, looked up): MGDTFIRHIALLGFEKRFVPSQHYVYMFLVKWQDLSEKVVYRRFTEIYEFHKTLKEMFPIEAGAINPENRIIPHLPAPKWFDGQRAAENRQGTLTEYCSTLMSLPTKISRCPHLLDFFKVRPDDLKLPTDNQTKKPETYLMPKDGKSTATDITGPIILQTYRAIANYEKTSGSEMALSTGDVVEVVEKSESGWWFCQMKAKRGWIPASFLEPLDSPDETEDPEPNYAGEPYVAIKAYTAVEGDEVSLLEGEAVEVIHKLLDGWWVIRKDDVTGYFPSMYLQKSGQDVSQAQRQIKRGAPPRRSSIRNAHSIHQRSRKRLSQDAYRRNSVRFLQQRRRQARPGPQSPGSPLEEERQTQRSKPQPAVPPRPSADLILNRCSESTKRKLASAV
PPC-1+TRAIL kill: compounds killing PPC-1 cancer cells with TRAIL present, primary screen, TRAIL potentiator project, ATPLite luminescence, uHTS. PPC-1 cells + TRAIL, ATPLite viability luminescence. cell killing (% activity), % at 4 µM. 220,000 tested, 0.41% active;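 active means cell killing above 50% in the first pass at 4 µM, then a duplicate retest at 5 µM averaging 50% or more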;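 further: plate controls were cells with TRAIL plus DMSO for no effect and medium-only wells lacking cells for full effect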
TNF necrop inh: inhibitors of TNF-alpha triggered necroptosis, primary screen, cell-based, Jurkat FADD-/-, single concentration. 220,000 tested, 0.068% active. AID 463075, 2010. activation (protection from cell death), % at 10 µM. Jurkat FADD-/- TNF necroptosis rescue, ATP luminescence, 24 h; 0 = TNF only, 100 = no-TNF cells;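 active means activation, meaning protection from cell death, of at least 50% relative to plate controls; inactive means activation below 50%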;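 further: necroptosis triggered by 40 ng/mL TNF-alpha added together with compound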
Mdm2 ligase inh: MDM2-luciferase reporter signal enhancers, primary screen, MDM2 E3 ligase inhibitor project, cell-based, luminescence, 1536-well. AID 1230, 2008. signal enhancement, % at 5 µM. 210,000 tested, 0.11% active. E3 ubiquitin-protein ligase Mdm2 (Homo sapiens), Q00987. cell-based MDM2 ubiquitination luciferase reporter, 2 h; 0 = plate control, 100 = twice control, blank-subtracted;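 active means signal enhancement of 30% or more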;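 further: luminescence tracks abundance of the self-degrading MDM2-luciferase fusion protein; higher signal means inhibition of MDM2 E3 ligase activity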
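Assay system: stable mammalian line carrying autodegrading MDM2–luciferase fusion reporter; amount: 2000 cells seeded into each well; buffer or medium: DMEM; benchmarks: plate control and blank wells; signal: luciferase luminescence; timing: 2 h compound exposure at 37 °C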
Runt-SMMHC FRET: inhibitors of RUNX1 Runt–CBFb-SMMHC binding, primary screen, biochemical, FRET, Cerulean-Runt, Venus-CBFb-SMMHC, uHTS; Runt-related transcription factor 1 (Homo sapiens) + Core-binding factor subunit beta …; Cerulean-Runt/Venus-CBFb-SMMHC FRET ratio 530/480, 1 h; inhibition, % at 20 µM; 220,000 tested, 0.74% active; AID 1434, 2008;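 active means mean inhibition across duplicate retests at 20 µM reaching about 50%, limit read from the data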;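 further: 0% = DMSO wells and 100% = wells with excess untagged CBFb-SMMHC; inhibitors lower the FRET ratio by blocking Runt binding to CBFb-SMMHC; some results filed as inactive read as strong as hits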
EBV gp42 block: Epstein-Barr virus gp42 inhibitors, primary screen, biochemical, uHTS, fluorescence polarization | inhibition, % (tested at 21.74 µM) | AID 1085, 2008 | 220,000 tested, 0.42% active | Glycoprotein 42 (Epstein-Barr virus (strain AG876)), Q1HVG2 | Fluorescence polarization binding assay, mP read-out; in the data active means inhibition above about 50%
Target sequence (Q1HVG2 whole entry, looked up): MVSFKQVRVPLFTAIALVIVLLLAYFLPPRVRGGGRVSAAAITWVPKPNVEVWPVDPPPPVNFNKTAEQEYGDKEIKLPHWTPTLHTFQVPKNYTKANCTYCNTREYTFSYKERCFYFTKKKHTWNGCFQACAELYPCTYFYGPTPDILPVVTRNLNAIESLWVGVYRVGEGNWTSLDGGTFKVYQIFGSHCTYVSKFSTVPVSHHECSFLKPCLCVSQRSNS
CHOP inh: inhibitors of CHOP promoter induction, primary screen, cell-based, unfolded protein response, luciferase reporter; CHO-K1 CHOP-promoter luciferase, tunicamycin-induced, 15-18 h; inhibition, % at 10 µM; 220,000 tested, 3.8% active; AID 2732, 2010;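 active means compounds that reduced the stress-induced luciferase reporter signal by more than about 70% of percent inhibition, limit read from the data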;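 further: 0% = tunicamycin plus vehicle and 100% = wells without tunicamycin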
An asterisk follows results filed as active; . = no result given.

The opening eleven entries as a preview:
SMILES	TRPML3 ag	zfTRPN1 agonist	NCF1 inh	PPC-1+TRAIL kill	TNF necrop inh	Mdm2 ligase inh	Runt-SMMHC FRET	EBV gp42 block	CHOP inh
CSCCC(NC(=O)c1cccc(S(=O)(=O)N2CCOCC2)c1)C(=O)Nc1ccc(F)cc1 (centres undefined)	0.5	1.4	1	-14	1.8	-10	0	0	13
CCOC(=O)c1cc2sc(C)cc2n1CCCN1C(=O)c2ccccc2C1=O	0.3	1.2	4	0	1.1	5	-6	-1	16
COc1ccc(NC(C)=O)cc1NC(=O)CSc1nc2ncccc2[nH]1	1.1	1.0	-1	24	-10	11	1	-6	-4
CCOc1ccc(N2C(=O)c3ccc(C(=O)OCc4c(C)noc4C)cc3C2=O)cc1	0.1	0.1	-6	6	-2.8	-11	-10	-5	11
CC1=NNC(=O)C1CCC(=O)N/N=C/c1ccc(C)cc1 (centres undefined)	0.2	-1.4	-3	4	4.7	-14	-3	-11	2
CCN(C(=O)COC(=O)C1CCN(S(=O)(=O)c2cccs2)CC1)c1ccccc1	-0.1	-0.2	-4	6	1.0	-20	1	-13	0
Fc1ccc2nc(C3CCCCN3Cc3nc(CC4CC4)no3)[nH]c2c1 (centres undefined)	-0.4	-0.6	-15	21	-0.2	-14	-1	7	6
CCn1cc(Cl)c(C(=O)N2N=C(c3ccc4ccccc4c3)CC2c2ccccc2O)n1 (centres undefined)	0.4	0.6	-34	13	-4.3	4	0	2	97*
CN(C)Cc1c(-c2ccc(Cl)cc2)nc2ccc(Cl)cn12	-0.6	-1.9	0	18	-0.5	2	-2	-7	-21
COc1cc2[nH]c(=S)n(Cc3ccccc3)c(=O)c2cc1OC	0.5	-0.2	10	5	1.1	-15	5	0	14
CC(=O)c1cccc(NS(=O)(=O)N(C)C)c1	0.0	-1.1	1	15	-0.2	-33	-5	-1	19

All compounds of this part (from the top)
SMILES	TRPML3 ag	zfTRPN1 agonist	NCF1 inh	PPC-1+TRAIL kill	TNF necrop inh	Mdm2 ligase inh	Runt-SMMHC FRET	EBV gp42 block	CHOP inh
CSCCC(NC(=O)c1cccc(S(=O)(=O)N2CCOCC2)c1)C(=O)Nc1ccc(F)cc1 (centres undefined)	0.5	1.4	1	-14	1.8	-10	0	0	13
CCOC(=O)c1cc2sc(C)cc2n1CCCN1C(=O)c2ccccc2C1=O	0.3	1.2	4	0	1.1	5	-6	-1	16
COc1ccc(NC(C)=O)cc1NC(=O)CSc1nc2ncccc2[nH]1	1.1	1.0	-1	24	-10	11	1	-6	-4
CCOc1ccc(N2C(=O)c3ccc(C(=O)OCc4c(C)noc4C)cc3C2=O)cc1	0.1	0.1	-6	6	-2.8	-11	-10	-5	11
CC1=NNC(=O)C1CCC(=O)N/N=C/c1ccc(C)cc1 (centres undefined)	0.2	-1.4	-3	4	4.7	-14	-3	-11	2
CCN(C(=O)COC(=O)C1CCN(S(=O)(=O)c2cccs2)CC1)c1ccccc1	-0.1	-0.2	-4	6	1.0	-20	1	-13	0
Fc1ccc2nc(C3CCCCN3Cc3nc(CC4CC4)no3)[nH]c2c1 (centres undefined)	-0.4	-0.6	-15	21	-0.2	-14	-1	7	6
CCn1cc(Cl)c(C(=O)N2N=C(c3ccc4ccccc4c3)CC2c2ccccc2O)n1 (centres undefined)	0.4	0.6	-34	13	-4.3	4	0	2	97*
CN(C)Cc1c(-c2ccc(Cl)cc2)nc2ccc(Cl)cn12	-0.6	-1.9	0	18	-0.5	2	-2	-7	-21
COc1cc2[nH]c(=S)n(Cc3ccccc3)c(=O)c2cc1OC	0.5	-0.2	10	5	1.1	-15	5	0	14
CC(=O)c1cccc(NS(=O)(=O)N(C)C)c1	0.0	-1.1	1	15	-0.2	-33	-5	-1	19
Cc1c(CN2CCC(CO)(Cc3cccc(C(F)(F)F)c3)CC2)c2ccccc2n1C	2.6	2.1	9	15	-3.7	-12	-10	2	21
COc1ccc2c3c(cccc13)OCC2=O	0.7	0.5	-5	1	-2.9	-48	-51	-1	-11
C=CCc1ccc(OCCCCNC2CCCC2)c(OC)c1	1.0	-0.7	4	-16	0.7	-19	0	-1	8
O=S(=O)(c1cc(Cl)ccc1Cl)N1CC2CCCN2c2ccc(C(F)(F)F)cc21 (centres undefined)	0.8	-0.4	-10	2	-1.7	-4	-3	-10	54
Cc1csc2c(N3CCN(C(=O)NC(C)(C)C)CC3)ncnc12	1.8	6.2	1	18	-3.0	-3	-3	2	19
CSc1ccccc1C(=O)Nc1ccc(C)cc1C	-0.2	-1.1	-3	10	-1.1	-8	-2	4	10
O=C(COc1ccccc1)Nc1ccc(Cl)cn1	0.2	-0.9	4	-6	22	-11	-2	1	-15
COc1ccc(O)c(C(=O)C2c3ccccc3C(=O)N2c2ccc(C)cc2)c1 (centres undefined)	0.0	-1.3	-20	7	-4.3	-18	-73	-6	-1
COc1ccc(NS(=O)(=O)c2ccc3oc(Nc4ccc5c(c4)OCCO5)nc3c2)cc1	-1.6	-0.7	-32	16	3.9	9	1	-5	57

A draw from above in order of length of the SMILES, descending:
SMILES	TRPML3 ag	zfTRPN1 agonist	NCF1 inh	PPC-1+TRAIL kill	TNF necrop inh	Mdm2 ligase inh	Runt-SMMHC FRET	EBV gp42 block	CHOP inh
COc1ccc(NS(=O)(=O)c2ccc3oc(Nc4ccc5c(c4)OCCO5)nc3c2)cc1	-1.6	-0.7	-32	16	3.9	9	1	-5	57
Cc1csc2c(N3CCN(C(=O)NC(C)(C)C)CC3)ncnc12	1.8	6.2	1	18	-3.0	-3	-3	2	19
CC(=O)c1cccc(NS(=O)(=O)N(C)C)c1	0.0	-1.1	1	15	-0.2	-33	-5	-1	19

(listing goes on)
SMILES	TRPML3 ag	zfTRPN1 agonist	NCF1 inh	PPC-1+TRAIL kill	TNF necrop inh	Mdm2 ligase inh	Runt-SMMHC FRET	EBV gp42 block	CHOP inh
O=C(NCC1CCCO1)c1ccc(C(=O)NCC2CCCO2)cc1 (centres undefined)	0.7	1.1	-9	-15	-1.0	3	1	-7	-8
CC(C)Cc1nnc(NS(C)(=O)=O)s1	0.9	1.2	-11	4	-1.6	-28	1	-7	-20
CCOc1ccc(NC(=S)N(C)C)cc1	0.6	-1.7	0	6	0.9	-8	-1	-8	10
Cc1ccc2c(c1)C1CN(C)CCC1N2C(=O)COc1ccc(N(C)C(=O)C(C)(C)C)cc1 (centres undefined)	1.0	1.9	-3	-7	2.5	-11	-5	-7	14
CN1C(=O)/C(=C/C=C2\SCCN2C)N(C)C1=S	0.7	0.6	-6	-6	-1.5	5	-12	-187	-31
Cc1ccc(C)n1-n1c(C)nc2scc(-c3ccccc3)c2c1=O	-0.2	-1.8	-10	10	0.4	8	3	-5	17
COc1cc(/C=N/Nc2nc(Nc3ccc(C)cc3)nc(-n3nc(C)cc3C)n2)cc(OC)c1OC	-0.3	0.1	-18	35	-15	-12	-7	5	22
O=C(O)CCCC(=O)N1CCc2cc(S(=O)(=O)NCc3ccc(F)cc3)ccc21	-0.3	0.4	7	17	0.5	-6	-4	-5	3
COc1cc(OC)c2cc[nH]c2c1	0.0	0.4	-10	5	0.1	-6	-3	-17	5
CC(=O)OCCN(C)c1cc(SC(C)C)c2nonc2c1[N+](=O)[O-]	0.7	1.0	-3	10	-1.3	1	-2	7	-38
COC(=O)c1cc(C)sc1NC(=O)C1CC=CCC1C(=O)O (centres undefined)	1.0	1.7	3	-9	-0.2	-15	9	-6	11
CCOC(=O)Cc1c(C)[nH]c(=S)[nH]c1=O	0.3	0.5	0	18	-2.6	0	-6	-12	26
CCCCCCOC(=O)c1ccc(OC(=O)c2cccnc2)cc1	0.6	0.3	5	-17	-2.5	-16	-3	-27	35
CC(C)c1cc(CNC(=O)CCc2nnc(CCCc3ccccc3)o2)on1	0.9	1.2	1	.	-0.1	7	.	-4	-23
Cc1ccc(-n2ncc3c(N4CCC(C(N)=O)CC4)ncnc32)c(C)c1	0.0	-0.7	-11	.	-2.4	-19	4	4	-4
O=C(CSc1ncccn1)N1CCC(Cc2ccccc2)CC1	0.2	0.7	-10	-12	0.7	-6	1	-1	10
COc1ccc(N2C(=O)C(CC(=O)Nc3ccc(F)cc3)N(CCc3ccc(OC)c(OC)c3)C2=O)cc1 (centres undefined)	0.6	2.7	-8	6	-0.4	-9	5	-4	-5
Cc1ccn2cc(CCNC(=O)CC(C)(C)C)nc2c1	0.0	-1.5	-1	-5	0.4	-17	1	-15	13
COC(=O)c1cccc(-n2c(C)cc(C=O)c2C)c1	-0.3	-0.3	3	24	0.4	-51	-3	10	4
CCOC(=O)Cn1cnc2c(sc3nc(C)cc(C)c32)c1=O	0.6	1.0	-4	10	1.5	-7	-7	-21	-4
CCN(CC)S(=O)(=O)c1cccc(C(=O)N[C@@H](C)c2nc3ccccc3[nH]2)c1	1.3	0.5	-5	11	2.4	-10	-1	-3	6
COc1ccccc1NC(=S)N1CCCc2ccccc21	0.5	1.3	-19	6	1.0	-8	-4	-13	-16
COc1cc(/C=N/NC(N)=O)cc(Br)c1OCc1ccccc1C	0.6	-0.7	2	3	-3.0	-42	-4	-4	45
COc1ccc(N=C2SC(CC(=O)Nc3ccccc3OC)C(=O)N2Cc2ccco2)cc1 (centres undefined)	1.1	-0.6	-31	12	4.5	8	12	-6	29
Cc1cc(NC(=O)CSc2nc3ccc(Cl)cc3[nH]2)no1	-0.1	-1.8	-16	-10	2.7	0	0	3	39
CCOC(=O)c1[nH]ncc1CN1CCCC(C(=O)c2cc(Cl)ccc2OC)C1 (centres undefined)	0.7	0.3	-1	8	3.7	-5	3	-10	13
CC(C)(CO)NCC(O)COc1ccc2c(c1)CCC2 (centres undefined)	0.7	1.2	-6	10	3.5	.	4	-6	15
COc1ccc(C(=O)C2CCCN(C(=O)c3cnsn3)C2)c(C)c1 (centres undefined)	0.0	-0.9	-11	14	0.6	-7	0	-3	1

An unsorted share of the library. Share with any hit: about 5.9%.
